Compound activity as filed in PubChem BioAssay.
AMA1-RON2 inh: qHTS for Inhibitors of AMA1-RON; Towards Development of Antimalarial Drug Lead: Primary Screen. AlphaScreen AMA1-biotinylated RON2 peptide binding. Potency, µM (titrated, usually from 58.2 µM), inactives show at the highest dose activity change, negative = inhibition, actives largely listed as inhibitors. actives 0.2% (n = 360,000). AID 720542, 2013;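 further: potency means the concentration at half of the fitted maximal effect; 0% = vehicle wells and -100% = peptide control; nearly all actives have a fitted effect of over 45% in size; some results filed as inactive show a strong effect at the top dose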
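AMA1 (3D7) with his tag at 25 nM final met compounds first, then biotinylated RON2 peptide at 25 nM; detection used donor plus acceptor beads, 10 µg/mL apiece, read by AlphaScreen after 30 min at room temperature.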
LmPK inhibitor: qHTS Assay for Inhibitors of Leishmania Mexicana Pyruvate Kinase (LmPK) | actives 0.37% (n = 290,000) | Potency, µM (series often up to 57.5 µM), inactives show at the top dose activity change, negative = inhibition, actives largely listed as inhibitors | purified LmPK, Kinase-Glo ATP luminescence, 1 h | Q27686; further: potency means the concentration at half of the fitted maximal effect
Target sequence (Q27686 whole entry, looked up): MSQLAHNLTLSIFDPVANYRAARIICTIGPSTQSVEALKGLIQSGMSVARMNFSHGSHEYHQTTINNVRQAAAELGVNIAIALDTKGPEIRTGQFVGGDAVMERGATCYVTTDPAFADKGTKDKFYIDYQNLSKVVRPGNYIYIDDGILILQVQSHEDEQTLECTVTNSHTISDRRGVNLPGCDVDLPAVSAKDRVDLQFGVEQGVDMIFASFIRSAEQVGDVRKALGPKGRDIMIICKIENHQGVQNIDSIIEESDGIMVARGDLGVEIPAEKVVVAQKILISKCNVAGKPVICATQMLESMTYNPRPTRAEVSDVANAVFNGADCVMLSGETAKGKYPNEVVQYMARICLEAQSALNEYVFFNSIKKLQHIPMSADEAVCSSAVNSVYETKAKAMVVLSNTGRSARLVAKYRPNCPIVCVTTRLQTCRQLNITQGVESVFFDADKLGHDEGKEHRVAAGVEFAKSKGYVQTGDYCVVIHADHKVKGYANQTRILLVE
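qHTS format; LmPK 0.1 nM; substrates PEP 0.5 mM and ADP 0.1 mM. One-hour room-temperature incubation, then coupled luciferase luminescence; 0.5 nM enzyme wells mark activation.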
AmpC inh detg: qHTS Inhibitors of AmpC Beta-Lactamase (assay with detergent); Potency, µM (titrated, usually from 114 µM), for the others: at the top dose activity change, negative = inhibition, hits mostly inhibitors; P00811; AmpC hydrolysis of nitrocefin, absorbance 480 nm, 0.01% Triton; actives 0.041% (n = 370,000);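 further: potency means the concentration at half of the fitted maximal effect; 0% = no-compound wells and -100% = no-enzyme wells; nearly all actives have a fitted effect of over 25% in size; some results filed as inactive show a strong effect at the top dose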
Target sequence (P00811 whole entry, looked up): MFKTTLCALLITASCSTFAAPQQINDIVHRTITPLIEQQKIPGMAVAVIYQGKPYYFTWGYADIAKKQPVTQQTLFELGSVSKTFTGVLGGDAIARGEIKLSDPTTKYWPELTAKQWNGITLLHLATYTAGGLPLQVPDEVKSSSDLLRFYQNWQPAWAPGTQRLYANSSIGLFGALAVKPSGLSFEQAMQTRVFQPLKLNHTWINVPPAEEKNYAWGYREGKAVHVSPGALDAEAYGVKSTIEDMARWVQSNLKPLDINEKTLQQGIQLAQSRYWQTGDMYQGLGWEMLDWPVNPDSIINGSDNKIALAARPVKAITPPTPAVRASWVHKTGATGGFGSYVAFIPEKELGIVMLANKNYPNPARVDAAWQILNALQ
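AmpC (5.3 nM in the dispensed reagent) in 20 mM phosphate pH 7.0 with 0.01% (detergent screen) or 0.0001% Triton X-100 was preincubated with compounds for 15 min at room temperature. Nitrocefin was then added from an 800 uM solution, and hydrolysis was followed at 480 nm.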
HCMV inh: qHTS Assay for inhibitors of the human cytomegalovirus (HCMV). activity change, negative = inhibition, % at 57.5 µM. actives 4.5% (n = 410,000). HFF cells, HCMV-luciferase reporter, 72 h; stronger effect = lower value; in the data active means activity change below about -60%; inconclusive means no clear call, values can overlap the other calls; inactive means above about -39%
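Human foreskin fibroblasts infected with luciferase-reporter HCMV at MOI 1 PFU/cell, compounds at two doses. Luciferase measured 72 h post infection; normalized to buffer-only basal and Salinomycin (10uM) controls.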
AmpC inh no detg: qHTS Inhibitors of AmpC Beta-Lactamase (assay without detergent); P00811; AmpC nitrocefin hydrolysis, absorbance 480 nm, 0.0001% Triton; Potency, µM (series often up to 57.1 µM), for inactives: top-dose activity change, negative = inhibition, usual class: inhibitors; actives 0.52% (n = 330,000); AID 485341, 2010;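 further: potency means the concentration at half of the fitted maximal effect; plate controls were no compound for no effect and no enzyme for full effect; nearly all actives have a fitted effect of over 20% in size; some results filed as inactive show a strong effect at the top dose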
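20 mM phosphate pH 7.0 + 0.01% (detergent screen) or 0.0001% Triton X-100; 5.3 nM AmpC reagent; cpd preinc 15 min RT; nitrocefin (800 uM stock) to start; A480 q20 s × 4 min; Activity was normalised to no-enzyme and no-compound control wells.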
Sm TGR inh: qHTS Assay for the Inhibitors of Schistosoma Mansoni Peroxiredoxins; purified TGR, DTNB reduction, TNB absorbance 405 nm; Potency, µM (series often up to 114 µM), without a hit: at the highest dose activity change, negative = inhibition, usual class: inhibitors; actives 3% (n = 360,000); AID 485364, 2010; further: potency means the concentration at half of the fitted maximal effect; nearly all actives have a fitted effect of over 60% in size
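TGR 20 nM + NADPH 100 uM (dispensed conc.), cpd preinc 15 min RT; start with NADPH (500 uM addition) then DTNB (15 mM addition). Kinetic TNB absorbance, 405 nm filter. Four-parameter Hill fit across titration.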
TbPYK inhibitor: qHTS of Trypanosoma Brucei Inhibitors. pyruvate kinase (Trypanosoma brucei), Q57TT1. TbPYK enzyme, Kinase-Glo Plus ATP luminescence, 45 min. Potency, µM (doses to about 76.8 µM), without a hit: top-dose activity, negative = inhibition, most hits filed as inhibitors. actives 0.12% (n = 410,000); further: potency means the concentration at half of the fitted maximal effect; nearly all actives have a fitted effect of over 50% in size
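Screened from lowest to highest concentration, compounds were pinned into TbPYK/substrate mixtures, and ADP (130 uM final) was added. Plates sat at room temperature for 45 min prior to Kinase-Glo Plus detection by luminescence.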
* marks the source's active call; other numbers are inactive results; ? = inconclusive; nt = not tested or not shown; [ ] = dose if it differs, or a comment. Unless noted, the call rests on the fitted dose curve; in most records, active means well fitted curve in the direction sought with a large enough effect; inconclusive means small, poorly fitted or top-dose-only effect, or another doubt; inactive means no such curve, though single readings can be large; an effect the other way counts as inactive or inconclusive. Unless noted, on the % scale 0 is the no-effect control and ±100 the full control effect.

SMILES | AMA1-RON2 inh | LmPK inhibitor | AmpC inh detg | HCMV inh | AmpC inh no detg | Sm TGR inh | TbPYK inhibitor
CCOC(=O)C(C)n1cnc2c(nnn2-c2cccc(OC)c2)c1=O (stereo unspecified) | 16% | -1% | 0% | -6 | 0% | -26% | 18%
O=C(NCc1ccccc1)c1c(O)c2cccc3c2n(c1=O)CCC3 | 2% | 4% | ? | -7 | -10% | 6% | 4%
COc1ccc(N2CCN(C(=O)CCc3nnc4ccc(N5CCC(C)CC5)nn34)CC2)cc1 | -1% | 2% | 4% | -36 | 168%[activator] | -15% | -1%
O=C(O)c1cccc(-c2ccc(/C=N/Nc3nn[nH]n3)o2)c1 | 0% | -4% | -1% | 25 | -42% | 2% | -4%
CCOn1c(=O)c(-c2ccc(F)cc2)[n+]([O-])c2ccccc21 | -5% | 4% | -1% | 37 | -14% | 0% | 2%
CC1CC(C)CN(S(=O)(=O)CC23CCC(CC2=O)C3(C)C)C1 (stereo unspecified) | 2% | -3% | -7% | -19 | 20% | 0% | 4%
Cc1cc(C(=O)NNC(=O)c2ccccc2O)c(C)o1 | 81%[activator] | nt | -3% | 25 | -30% | -2% | -9%
CCn1cc(C(=O)N2CCN(c3ccccc3F)CC2)c(=O)c2cc(S(=O)(=O)N(C)C3CCCCC3)ccc21 | nt | nt | 1% | 20 | nt | 0% | 5%
Cn1c(CCN2CCCCC2)nc2cc(NC(=O)Nc3ccccc3)ccc21 | 0% | 0% | -10% | ? | -12% | -28% | 10%
O=C(N=C1SC2CS(=O)(=O)CC2N1c1ccccc1)c1ccccc1 (stereo unspecified) | -6% | nt | nt | 5 | -14% | nt | 1%
COc1cc(C(=O)NCCNC(=O)C2CCCNC2=O)cc(OC)c1OC (stereo unspecified) | -11% | -6% | 2% | 33 | -2% | 10% | 2%
Cn1cnnc1SCC(=O)Nc1ncc([N+](=O)[O-])s1 | 7% | nt | nt | -13 | -18% | nt | -23%

Sorted by heavy-atom count (low to high): part of the list above
SMILES | AMA1-RON2 inh | LmPK inhibitor | AmpC inh detg | HCMV inh | AmpC inh no detg | Sm TGR inh | TbPYK inhibitor
CC1CC(C)CN(S(=O)(=O)CC23CCC(CC2=O)C3(C)C)C1 (stereo unspecified) | 2% | -3% | -7% | -19 | 20% | 0% | 4%
O=C(N=C1SC2CS(=O)(=O)CC2N1c1ccccc1)c1ccccc1 (stereo unspecified) | -6% | nt | nt | 5 | -14% | nt | 1%
Cn1c(CCN2CCCCC2)nc2cc(NC(=O)Nc3ccccc3)ccc21 | 0% | 0% | -10% | ? | -12% | -28% | 10%
CCn1cc(C(=O)N2CCN(c3ccccc3F)CC2)c(=O)c2cc(S(=O)(=O)N(C)C3CCCCC3)ccc21 | nt | nt | 1% | 20 | nt | 0% | 5%

(list continues)
SMILES | AMA1-RON2 inh | LmPK inhibitor | AmpC inh detg | HCMV inh | AmpC inh no detg | Sm TGR inh | TbPYK inhibitor
O=C(CSc1nc2ccccc2[nH]1)N/N=C/c1ccncc1 | 1% | -4% | 7% | -29 | -35% | 11% | 3%
CCN(C(=O)c1c(C)noc1C)c1c(N)n(Cc2ccccc2)c(=O)[nH]c1=O | 2% | nt | 4% | ? | -13% | -6% | -2%
CN(Cc1ccccc1)C(=O)c1ccc(Nc2nc(CN)cs2)nc1 | 113%[activator] | nt | nt | -14 | nt | nt | -4%
Nc1nc(-c2ccc(F)cc2)cs1 | 2% | -2% | -5% | -15 | -11% | nt | -10%
O=C(NCc1cccnc1)C(=O)NCC(c1ccco1)N1CCN(c2ccccc2)CC1 (stereo unspecified) | 1% | 4% | -8% | ? | 23% | 6% | -2%
COc1c(Cl)ccc(Cl)c1C(=O)NC(=O)Nc1nc(C)cc(C)n1 | -12% | -6% | 4% | 27 | 22% | -5% | -3%
O=C(NNC(=O)C1CCCC1)c1cc([N+](=O)[O-])cc([N+](=O)[O-])c1 | 22% | nt | 0% | -7 | -12% | -4% | 9%
O=C(CN1C(=O)S/C(=C\c2ccc(F)cc2)C1=O)NCCCn1ccnc1 | 13% | 8% | 2% | 0 | 0% | 4% | -5%
O=C(COC(=O)CCC(=O)c1ccc(F)cc1)NCc1ccccc1Cl | -9% | nt | nt | -1 | 0% | nt | -7%
COC(=O)C1=C(c2ccc(F)cc2OCc2ccccc2)C[C@@H]2CC[C@H]1N2C(=O)NCc1ccc(Cl)cc1 | 1% | nt | -4% | -23 | -29% | 0% | -3%
COc1ccc(NS(=O)(=O)c2cc(-c3onc(C)c3C)ccc2C)c(OC)c1 | nt | nt | -3% | 12 | nt | 2% | 1%
O=C(NCC1=C(c2ccc3ccccc3c2)C[C@@H]2CC[C@H]1N2Cc1ccco1)c1nccs1 | -19% | nt | nt | 7 | nt | nt | -11%
Cn1c(SSc2ccc(-c3cccnc3)n2C)ccc1-c1cccnc1 | -27% | nt | nt | -37 | nt | nt | ?
Oc1c(Br)cc(Br)c(/C=N/n2c(-c3ccccc3)n[nH]c2=S)c1Br | 55%[activator] | 1% | -3% | 44 | ? | ? | ?
COc1ccc(CCn2nnc(-c3ccc(NC(C)=O)c(Cl)c3)n2)cc1 | -13% | 8% | -5% | 31 | -28% | 1% | -3%
O=c1ccc(=O)n(CCc2ccccn2)[nH]1 | -9% | nt | nt | -21 | nt | nt | 2%
Cc1ccc(N2CC(C(=O)N3CCOCC3)CC2=O)cc1C (stereo unspecified) | -5% | -1% | 2% | -6 | -18% | -16% | 4%
Cc1ccc([C@@H]2C[C@H]3CN(Cc4cccc(Cl)c4)C(=O)[C@]34CCCN24)o1 | 1% | 3% | 2% | -31 | 62%[activator] | ? | -4%
Cc1ccc2c(Cl)c(C(=O)Nc3nn[nH]n3)sc2c1 | 37%[activator] | -28% | 2% | -11 | -16% | 0% | ?
Cc1cc(NC(=O)C(C)Sc2nc(-c3cccs3)nc3ccccc23)no1 (stereo unspecified) | 7% | nt | -16% | -19 | -26% | -1% | 2%
O=C(Cn1cnc2ccccc2c1=O)N1CCN(c2ccc(F)cc2)CC1 | -20% | 4% | 3% | -37 | 8% | 1% | 8%
CCOC(=O)c1ccc2c(c1)N(Cc1ccc(F)cc1Cl)C(=O)c1ccccc1S2(=O)=O | nt | nt | 1% | 3 | nt | -10% | 1%
COc1ccccc1C1CCCN1Cc1nc(-c2ccc(C)s2)oc1C (stereo unspecified) | -5% | 0% | 8% | -99* | 17% | ? | 2%
O=C(Nc1ccccc1C(=O)NC1CCCCC1)c1ccccc1 | -6% | 1% | 7% | -5 | -26% | -30% | 1%
Cc1cccc(NC(=O)c2cnc3scc(C)n3c2=O)c1 | 6% | 1% | ? | 108 | -14% | 7% | 0%
COc1cc(/C=C(\C#N)C(=O)N2CCc3ccccc32)ccc1O | 2% | 9% | 5% | -21 | -24% | 1% | 4%
Cc1nc(C(=O)Nc2cccc(Cl)c2Cl)nn1-c1cc(OC(C)C)c(Cl)cc1Cl | 30%[activator] | 1% | 1% | 24 | -4% | 15% | 5%
CC(C)CCOc1ccc(-c2c(=O)n(OCc3ccc([N+](=O)[O-])cc3)c3ccccc3[n+]2[O-])cc1 | -9% | 0% | -5% | -69* | -8% | 13% | 0%
CCOc1ccc(N2C=Nc3ccc(OCC)cc3C2)cc1 | -3% | -6% | -8% | -17 | -3% | 0% | -5%
Cc1ccc(S(=O)(=O)N(Cc2ccccc2)c2ccccc2C(=O)N2CCCCC2)cc1 | -3% | 0% | -2% | -28 | 51% | -7% | -3%
COc1ccc(-c2cn3nc(SCC(=O)Nc4ccccc4F)ccc3n2)cc1 | nt | nt | 3% | 44 | nt | -2% | -2%
Cc1ccc2[nH]c3c(=O)n(CCCN4CCOCC4)cnc3c2c1 | 8% | 2% | 6% | -14 | -11% | -2% | 7%
O=C1OC(Nc2ccc3c(c2)OCO3)c2ccccc21 (stereo unspecified) | -19% | -9% | -2% | -97* | -32% | 8.9µM* | ?
Cc1nc(/C(N)=N/OC(=O)c2cccc(Cl)c2)c(C(F)(F)F)o1 | 0% | -7% | 4% | -31 | 0% | -1% | 1%
CCN(CC(=O)NCc1cccs1)C(=O)c1ccc(S(=O)(=O)Nc2ccccc2C)cc1 | -13% | nt | -6% | -20 | 1% | 2% | 8%
Cc1ccc(S(=O)(=O)N2CCN(S(=O)(=O)N3CCCCC3)CC2)c(C)c1 | 8% | 2% | -4% | ? | -14% | 3% | -17%
COc1ccccc1C(=O)NCCn1cc(SCC(=O)NCC2CCCO2)c2ccccc21 (stereo unspecified) | -2% | -1% | -5% | 1 | 110%[activator] | -8% | -6%
OC1COC(OCC2OC(OCc3ccccc3)C(O)C(O)C2O)C(O)C1O (stereo unspecified) | 14% | 5% | -5% | 10 | 2% | 0% | 3%
O=C(NCc1ccc2c(c1)OCO2)c1ccc2c(c1)C(=O)N(Cc1cccnc1)C2=O | -1% | -7% | -3% | -9 | -3% | 3% | 1%
C/C=C/C(=O)Nc1ccccc1Br | 6% | -4% | 1% | -39 | -11% | -5% | -2%
Cn1c(N)c(C(=O)CSc2nnc(NC3CCCCC3)s2)c(=O)n(C)c1=O | 0% | nt | -19% | -18 | -8% | 4% | -5%
COc1ccc(CCNC(=O)Cn2nc(C(=O)O)c3ccccc3c2=O)cc1OC | 7% | 0% | -7% | -26 | -10% | 0% | -22%
O=C(O)c1ccc(Cn2cc(C(F)(F)F)ccc2=O)cc1 | -3% | 9% | ? | 6 | -15% | 8% | -11%
CCc1ccc2c(c1)cc(CN(C(=S)Nc1ccccc1C)C1CC1)c1nnnn12 | -14% | 0% | -6% | 17 | ? | -10% | 1%
CCOc1cc(OCC)cc(C(=O)NCCN2CCC(n3c(=O)[nH]c4ccccc43)CC2)c1 | -26% | nt | nt | -8 | nt | nt | -5%
Cc1sc2ccccc2c1CNC[C@H]1O[C@@H](n2cnc(C(N)=O)n2)[C@H](O)[C@@H]1O | -1% | nt | nt | -6 | nt | nt | -3%
O=C(Nc1cccc(Cl)c1Cl)c1csc([C@@H]2O[C@H](CO)[C@@H](O)[C@H]2O)n1 | 6% | nt | nt | 28 | nt | nt | -5%
Cc1ccc(OCCNS(=O)(=O)c2ccc(Cl)cc2)cc1 | 11% | nt | 5% | 0 | -17% | 4% | -14%
O=c1c2c3c(sc2n(CCN2CCCC2)c(=O)n1Cc1ccccc1)CCCCC3 | 5% | 4% | -2% | 35 | 18% | -14% | 5%
